High-throughput results (PubChem BioAssay)
TLR9-MyD88 inh – inhibitors of human TLR9-MyD88 binding | Q9NR96+Q99836 | CHO BLA complementation TLR9-MyD88, CCF4 FRET ratio | inhibition, % at 4.98 µM | hit rate 0.21% among 340,000;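 active = inhibition above the mean over all tested compounds plus 3 SD, cut at about 21% in these data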;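 note: 0% = DMSO only wells and 100% = clavulanate BLA inhibitor control wells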
TWEAK-Fn14 inh – blocks TWEAK-Fn14 interaction in a reporter cell assay | TWEAK-stimulated Fn14 reporter cells, luciferase luminescence, 8 h | inhibition, % at 10 µM | hit rate 2% among 360,000 | AID 1159606; in the data active = inhibition above about 50%
C8 TRAIL sens – sensitizes caspase-8 expressing cells to TRAIL | NB7+C8 cells + TRAIL, ATPlite viability luminescence | inhibition (viability loss, TRAIL sensitization), % at 10 µM | hit rate 1% among 360,000 | AID 624354;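 active = compounds causing at least 50% loss of cell viability in the single-dose screen, relative to plate controls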
TROY NFkB inh – blocks TROY-dependent signaling in reporter cells | Q293 LMP1-TROYcd NF-kB luciferase reporter, 4 h | inhibition, % at 10 µM | hit rate 0.98% among 360,000 | AID 1347056;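 active = compounds whose plate-normalised and pattern-corrected inhibition of the luciferase reporter signal at the single screening dose is 50% or more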
SRC3 inh – inhibits human SRC3 coactivator. Q9Y6Q9. HEK293 GAL4-SRC3 luciferase reporter, luminescence. inhibition, % at 3.6 µM. hit rate 0.17% among 360,000. AID 588352;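 active = inhibition above a per-campaign cutoff, the mean of all compounds plus 3 SD, cut at about 60% in these data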;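 note: 0% = DMSO-treated cells and 100% = gossypol-treated cells at 36 µM; higher means less SRC3-driven luciferase light from the GAL4 reporter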
NCOA1 inh – inhibitors of human steroid receptor coactivator 1 (SRC1) | Q15788 | HEK293 GAL4-SRC1 luciferase reporter, luminescence | inhibition, % at 3.6 µM | hit rate 0.12% among 360,000 | AID 588354;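 active = inhibition above the campaign mean plus 3 SD, with each screening campaign given its own cutoff, cut at about 60% in these data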;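 note: 0% = DMSO treated cells and 100% = gossypol at 36 µM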
NOD2 RIPK2 PPI – inhibitors of human NOD2-RIPK2 interaction; hit rate 0.38% among 360,000; AID 624267; O43353; inhibition, % at 4.98 µM; CHO BLA complementation NOD2-RIPK2, CCF4 ratio; in the data active = inhibition above about 21%;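 note: 0% = vehicle only and 100% = reference blocker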
LRH-1 inv ag – NR5A2 inverse agonism in reporter assay | O00482 | hit rate 0.13% among 360,000 | HEK293T StAR-luciferase reporter, LRH-1 transfected, 24 h | inhibition, % at 3.6 µM;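 active = inhibition above the mean inhibition of all tested compounds plus 3 SD, cut at about 73% in these data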;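 note: 0% = DMSO wells and 100% = reporter-only cells lacking LRH-1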
NR2F2 inh – blocks human COUP-TFII nuclear receptor; inhibition, % at 8.6 µM; P24468; HEK293T NGFI-A luciferase reporter, luminescence; AID 686940; hit rate 0.7% among 370,000;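 active = inhibition above a per-plate cutoff, mean inhibition of test wells between control levels plus 3 SD, cut at about 38% in these data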;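 note: cells cotransfected with COUP-TFII expression vector driving the NGFI-A reporter; 0% = median of COUP-TF2 test wells and 100% = reporter-only cells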
NCOA2 inhibitor – human SRC2 (NCOA2) inhibition; hit rate 0.17% among 370,000; HEK293 GAL4-SRC2 luciferase reporter, luminescence; inhibition, % at 9 µM; AID 651957; Q15596;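 active = inhibition above the mean inhibition of all tested compounds plus 3 SD, set per campaign, cut at about 52% in these data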;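 note: 0% = DMSO treated cells and 100% = cells given Gossypol at 36 µM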
Target sequence (Q15596 whole entry, looked up, the tested form may be a part): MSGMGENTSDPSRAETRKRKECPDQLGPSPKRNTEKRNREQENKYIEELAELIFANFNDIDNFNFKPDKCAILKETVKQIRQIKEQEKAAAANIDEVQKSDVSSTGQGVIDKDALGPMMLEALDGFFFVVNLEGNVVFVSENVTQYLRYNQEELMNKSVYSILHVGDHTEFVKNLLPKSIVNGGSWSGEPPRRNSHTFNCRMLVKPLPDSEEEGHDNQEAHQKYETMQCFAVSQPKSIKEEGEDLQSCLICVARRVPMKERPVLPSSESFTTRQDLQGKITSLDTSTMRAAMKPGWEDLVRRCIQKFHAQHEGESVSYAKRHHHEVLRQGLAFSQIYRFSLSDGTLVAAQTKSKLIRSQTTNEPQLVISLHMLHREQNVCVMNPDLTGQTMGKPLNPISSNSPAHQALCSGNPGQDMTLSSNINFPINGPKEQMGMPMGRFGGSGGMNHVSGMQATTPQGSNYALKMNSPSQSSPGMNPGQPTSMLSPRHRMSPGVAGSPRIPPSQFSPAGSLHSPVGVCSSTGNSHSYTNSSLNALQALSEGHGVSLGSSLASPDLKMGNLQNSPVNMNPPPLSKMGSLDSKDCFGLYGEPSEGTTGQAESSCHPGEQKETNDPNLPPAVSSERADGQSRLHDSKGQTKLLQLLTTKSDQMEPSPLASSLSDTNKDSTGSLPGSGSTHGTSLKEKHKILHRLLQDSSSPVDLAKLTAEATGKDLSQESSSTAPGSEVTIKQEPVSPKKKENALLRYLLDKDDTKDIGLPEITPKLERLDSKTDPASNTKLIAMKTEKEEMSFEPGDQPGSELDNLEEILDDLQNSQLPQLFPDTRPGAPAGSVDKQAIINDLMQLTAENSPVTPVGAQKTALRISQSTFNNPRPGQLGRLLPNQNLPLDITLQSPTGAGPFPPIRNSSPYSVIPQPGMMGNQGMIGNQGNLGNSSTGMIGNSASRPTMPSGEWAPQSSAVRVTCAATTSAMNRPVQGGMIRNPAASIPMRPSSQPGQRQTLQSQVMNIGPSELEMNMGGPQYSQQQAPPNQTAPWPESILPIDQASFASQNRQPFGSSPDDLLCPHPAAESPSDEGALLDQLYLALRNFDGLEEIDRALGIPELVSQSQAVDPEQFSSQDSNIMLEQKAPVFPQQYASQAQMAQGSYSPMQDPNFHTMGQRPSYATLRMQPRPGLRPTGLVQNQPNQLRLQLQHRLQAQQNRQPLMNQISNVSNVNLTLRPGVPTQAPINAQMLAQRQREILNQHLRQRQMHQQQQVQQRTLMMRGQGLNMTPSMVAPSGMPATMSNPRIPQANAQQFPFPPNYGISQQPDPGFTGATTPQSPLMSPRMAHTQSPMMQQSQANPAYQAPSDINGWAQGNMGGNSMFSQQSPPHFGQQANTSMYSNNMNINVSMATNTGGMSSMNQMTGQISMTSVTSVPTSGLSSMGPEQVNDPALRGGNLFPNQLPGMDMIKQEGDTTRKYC
LMP1 NFkB inh – Epstein-Barr LMP1 NF-kappaB reporter inhibition. LMP1-induced NF-kappaB luciferase reporter cells, luminescence. inhibition, % at 12.5 µM. AID 504558. hit rate 0.69% among 350,000; in the data active = inhibition above about 41%;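 note: 0% = neutral control wells and 100% = reference inhibitor control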
Numbers without * were called inactive; · = not tested or not shown; & = joins results of further samples. Only part of the results is shown, so the mix of outcomes need not match the whole.

SMILES	TLR9-MyD88 inh	TWEAK-Fn14 inh	C8 TRAIL sens	TROY NFkB inh	SRC3 inh	NCOA1 inh	NOD2 RIPK2 PPI	LRH-1 inv ag	NR2F2 inh	NCOA2 inhibitor	LMP1 NFkB inh
CCOc1ccc2[nH]cc(C(=O)NCc3ccc(F)cc3)c(=O)c2c1	1	10	-1	19	7	5	-12	-2	-2	25	-3
COc1ccc2oc(C(=O)NC3CCCCC3)c(C)c2c1	9	-32	12	-43	-92	-88	6	-143	-25	-40	-1
Cc1ccccc1NS(=O)(=O)c1cccc2nsnc12	-4	13	0	15	18	20	-2	-3	-14	-8	-2
COC(=O)[C@H](C)NC(=O)Nc1ccc(Oc2ccccc2)cc1	-4	-5	-16	-10	-17	-1	-9	8	-19	3	2
COc1ccc(C2COC(=O)C2=N)c(NC(=O)c2ccccc2)c1 (stereo unspecified)	2	-3	-18	4	4	0	-1	6	5	4	-7
COc1cccc2c1OC1(C)CC2NC(=O)N1c1cccc(C(=O)N2CCN(c3ccccn3)CC2)c1 (stereo unspecified)	-2	7	-6	-11	20	8	-9	7	2	-20	0
COc1ccc(OC)c(Nc2nc(NCc3ccco3)c3ccccc3n2)c1	-12	12	8	9	18	-1	4	30	15	-6	-2
COc1ccc(CN2CCN(CC3CC3)CC2CCO)c(C)c1C (stereo unspecified)	2	0	-3	-5	-16	-7	-1	-15	-9	-27	6
NNC(=O)CNc1cccc(Cl)c1	-17	7	2	-3	7	-5	-11	-10	-13	-4	1
Cn1nc(C(C)(C)C)cc1NC(=O)Nc1ccc(F)cc1F	4	-13	-1	-6	24	5	-6	-4	5	27	22
O=C(CSc1nnc(-c2ccc(Cl)cc2)n1-c1ccc(Cl)cc1)N/N=C/c1ccco1	-19	29	4	29	-5	5	1	8	4	3	0
CCOC(=O)Cc1csc(NC(=O)NC2(C(F)(F)F)Oc3ccccc3O2)n1	1	-6	17	-11	4	-10	-6	-28	-23	-6	-9
CCCc1cc(C(N)=O)c(NC(=O)c2ccco2)s1	1	2	14	-55	-38	-48	-12	-46	-27	-24	-9
C=CCN1C(=O)C(Cc2ccc(OCC)cc2)S/C1=N\N=C\c1cccs1 (stereo unspecified)	3	8	1	-8	-25	-3	-2	6	10	4	-3
Cc1ccc(C(=O)Nc2ccc(C(=O)N3CCCCC3)cc2)cc1	5	0	-4	-17	2	-17	1	0	-6	0	-6
CCC(=O)Nc1ccc(C(=O)Cn2ncc(Cl)c(Cl)c2=O)cc1	21*	76*	94*	17	-18	-44	22*	5	-12	-23	-75
COc1cc(OC)cc(C(=O)NC(=S)N2CCN(c3ccc(C(F)(F)F)cc3[N+](=O)[O-])CC2)c1	7	-34	10	-4	12	3	-7	4	3	-12	3
O=C(Nc1ccc2oc(-c3ccccc3F)nc2c1)c1ccccc1F	-8	-22	2	-39	-69	-80	12	-91	-33	-54	-32
CC(C)C(=O)Nc1cccc(COc2ccccc2CN(Cc2ccccc2)C(=O)OC(C)(C)C)c1	-6	-37	22	5	1	7	-6	33	-8	-10	2
Cc1ccccc1S(=O)(=O)N(C)C[C@@H]1OCc2cn(nn2)CCCC(=O)N([C@H](C)CO)C[C@H]1C	-3	5	0	-16	-15	-11	-1	2	13	12	-5
COc1ccccc1N1CCN(C(c2ccccc2Cl)c2nnnn2C(C)(C)C)CC1 (stereo unspecified)	-2	-16	2	29	2	4	4	2	·	·	4
Cc1cc(NC(=O)CCC(=O)N(CCC(C)C)CC(=O)NCC2CCCO2)no1 (stereo unspecified)	2	-5	-10	-3	16	1	-11	-2	13	-3	1
COc1ccc(NC(=O)CSc2nncs2)cc1S(=O)(=O)N1CCCCC1	2	6	-10	-3	14	-4	6	9	3	1	0
C/C(=N\NC(=O)c1cccs1)c1cccnc1	-1	-1	2	-55	-134	-125	1	-128	-39	-75	6
CC(C)C(=O)NCCc1nc2ccccc2n1C	0	-1	-6	9	-9	0	-4	10	9	12	-1
O=S(=O)(Nc1ncccn1)c1ccc(NC(=S)N2CCN(c3cccc(C(F)(F)F)c3)CC2)cc1	-6	17	9	14	-4	9	12	-6	-2	6	11
Cc1ccc(C)c(NC(=O)CCC(=O)OC(C(=O)c2ccccc2)c2ccccc2)c1 (stereo unspecified)	-2	9	-2	-20	22	12	-5	10	4	-25	-9
CCOC(=O)C1(CCCc2ccccc2)CCN(C(=O)CCc2cnccn2)CC1	9	-11	1	-13	13	10	13	1	15	-17	-3
Cc1cc(C(=O)N[C@H](c2ccccc2)[C@@]2(C)C[C@@H]2[C@@H](C)C(=O)Nc2ccc3ccccc3c2)n(C)n1	7	-6	28	-5	-7	3	12	-12	-11	11	-8
CCOc1ccc(S(=O)(=O)NCCC(=O)N(C)CC(=O)Nc2ccc(OC)cc2)cc1	-1	0	-17	0	0	-10	-9	14	-8	-17	3
Cc1sc(NC(=O)COc2ccccc2)c(C#N)c1C	-1	-13	3	-32	-40	-39	3	-56	-18	-40	-18
O=C(NCc1ccco1)c1cccc(S(=O)(=O)N2CCCC2)c1	1	6	-3	6	-6	0	-7	4	-13	4	-6
CCOC(=O)CSc1nnc(NC(=O)C2CC(=O)N(c3ccc(F)cc3)C2)s1 (stereo unspecified)	2	10	-10	-14	-6	-8	-6	1	6	3	3
Cc1ccccc1S(=O)(=O)NC(=O)C1(C)CCN1C(=O)Cc1cc(F)ccc1F (stereo unspecified)	·	0	-5	-17	4	-4	3	15	-2	0	·
CCCCOP(=O)(c1ccc(N(C)C)cc1)C(O)c1c(Cl)cccc1Cl (stereo unspecified)	-3	25	19	-5	-2	2	-8	14	2	-3	6
COc1ccccc1NC(=O)Nc1ccc2c(c1)OCCO2	4	-19	29	2	-23	-65	-3	-78	-17	-36	-18
Cc1cccc(C)c1NC(=O)C1C(c2ccc3c(c2)OCO3)=Nc2ccccc2N1C(=O)c1cccc(C(F)(F)F)c1 (stereo unspecified)	·	·	5	·	·	·	-18	20	16	-34	·
COc1ccc(C)cc1S(=O)(=O)N(CC(=O)NC1CCCC1)c1ccc(F)cc1	-7	10	8	-15	-7	12	-14	-8	18	16	-2
COc1cccc(CNC2CCCC2)c1	-24	-11	-14	-16	20	4	-17	-4	·	·	0
CCN(CC)CCCNC(=O)C1CCN(C(=O)c2cc3sccc3n2Cc2ccc(F)cc2)CC1	-1	-9	-19	-4	-6	-4	-2	-11	4	-3	-17
O=C1NCC(O)=C1C=NC12CC3CC(CC(C3)C1)C2	2&4	3&7	-47&10	-13&-3	13&-6	-6&5	-2&0	-7&7	-4&-1	-15&-2	-8&-13
CCCC(C)(C)C(=O)N1CCC1(C)C(=O)NS(=O)(=O)c1ccc(Cl)cc1 (stereo unspecified)	·	-4	-27	-12	4	12	3	16	1	-10	·
O=C(Nc1cccc(-c2cccc(Cl)c2)c1)C1CCN(Cc2nccs2)CC1	-1	35	0	29	15	-13	3	13	16	-9	5
S=c1sc2c(N3CCOCC3)ncnc2n1-c1ccccc1	1	-6	9	-47	-40	-10	12	-4	2	-9	-24
O=C(Nc1ccccc1)C1=C[C@@H](c2csc3ccccc23)C[C@@H](OCc2ccc(CO)cc2)O1	6	-16	20	76*	9	9	1	21	-1	-4	-21

Reprinted from the part before: 2 compounds, followed by the next part.
SMILES	TLR9-MyD88 inh	TWEAK-Fn14 inh	C8 TRAIL sens	TROY NFkB inh	SRC3 inh	NCOA1 inh	NOD2 RIPK2 PPI	LRH-1 inv ag	NR2F2 inh	NCOA2 inhibitor	LMP1 NFkB inh
S=c1sc2c(N3CCOCC3)ncnc2n1-c1ccccc1	1	-6	9	-47	-40	-10	12	-4	2	-9	-24
O=C(Nc1ccccc1)C1=C[C@@H](c2csc3ccccc23)C[C@@H](OCc2ccc(CO)cc2)O1	6	-16	20	76*	9	9	1	21	-1	-4	-21
Cc1ccc(S(=O)(=O)c2c(C)cc(C)nc2Oc2cccc(C(F)(F)F)c2)cc1	2	7	-1	-6	-1	-1	-1	4	-1	-4	-9
Cc1noc(C)c1S(=O)(=O)N1CCC(C(=O)N2CCN(C(=O)c3ccco3)CC2)CC1	-1	2	1	-8	-14	-2	6	-10	-2	-13	-3
O=S(=O)(c1ccccc1)n1nc(-c2ccccc2)nc1NCc1ccco1	-7	0	-18	-3	-58	-26	-2	-31	-17	-36	-9
CCC1(c2ccccc2)NC(=O)N(CC(=O)c2ccc3c(c2)OCO3)C1=O (stereo unspecified)	7	2	5	-26	10	-9	-2	-9	-10	-23	3
COc1cc(SC)ccc1C(=O)Nc1cccc(C2OCCCO2)c1	-6	-15	4	-33	-59	-58	-8	-134	-37	-28	-13
O=C(CSc1nnc2ccccn12)NNC(=O)c1ccc(Br)cc1	2	2	-3	-3	16	4	-3	16	-11	31	-3
CCN(CC)CCNC(=O)c1sc2ncn(CC(=O)Nc3ccc(C)c(Cl)c3)c(=O)c2c1C	9	-30	-5	7	31	-15	1	8	-14	-15	2
O=C(NC1CCCCC1)C(c1ccc2ncccc2c1)N(Cc1ccc(F)cc1)C(=O)c1ccc2c(c1)OCCO2 (stereo unspecified)	-7	21	-20	0	3	8	-7	16	8	-13	4
CCSC1=N/C(=C/c2ccsc2)C(=O)N1c1ccccc1	-7	2	-1	-21	11	-14	-17	1	-1	-14	-8
COc1ccc(-c2csc(=Nc3c(C)n(C)n(-c4ccccc4)c3=O)n2C(C)(C)C)cc1	1	2	-15	-10	11	-5	10	7	-7	-13	7
N#CCCN(CCC#N)S(=O)(=O)c1ccc(C(=O)Nc2nc(-c3ccccc3)c(C(=O)c3ccccc3)s2)cc1	1	24	-15	-8	-28	-9	2	1	-3	3	1
CC1(C)CC(=O)C2=C(C1)N(Cc1ccco1)C(=O)C2(NC(=O)C1CCCCC1)C(F)(F)F (stereo unspecified)	3	0	-18	-12	-5	0	-11	-1	-5	4	-2
COc1ccccc1NC(=O)C(Sc1ccccc1)c1ccccc1 (stereo unspecified)	-7	13	0	-1	11	-12	-3	-15	2	-44	8
CC[C@]12c3[nH]c4ccccc4c3CCN1C(=O)C(CC(=O)NCCCN(C)C)C[C@@H]2C(=O)N1CCN(C(=O)C2CC2)CC1 (stereo partly specified)	2	-8	-12	-6	3	7	-10	2	-10	6	4
COc1ccc(C2c3[nH]c4ccccc4c3C[C@H]3C(=O)N(CCCO)CC(=O)N23)cc1OC (stereo partly specified)	-3	12	-2	-12	-19	4	-1	-17	-1	-21	6
CC(=O)NCCC(=O)Nc1sc2c(c1-c1nc3ccccc3[nH]1)CCCC2	-5	-13	1	-38	21	-5	-1	-21	-10	-34	-5
CCc1ccc(C(=O)COC(=O)c2cc([N+](=O)[O-])ccc2N2CCOCC2)cc1	2	5	16	-10	0	9	-1	12	2	-4	10
Cc1ccccc1NC(=S)N1CCN(Cc2ccccc2)CC1	4	-10	-8	6	9	-22	-7	15	5	5	-4
Cc1ccccc1-c1noc(C(C)NC(=O)c2ccco2)n1 (stereo unspecified)	6	19	-2	-5	10	-3	7	-10	16	16	4
COc1ccccc1C(=O)N(C)c1nnc(-c2ccccc2)s1	-5	-12	0	-86	-81	-43	2	-117	4	-14	-11
CC(C)(C)c1cc(N)n(-c2ccc(C(=O)O)cc2)n1	2	-6	2	18	16	-32	-3	-2	5	-20	9
